High-throughput results from PubChem BioAssay.
p53ts 32C kill: qHTS Screen for Compounds that Selectively Target Cancer Cells with p53 Mutations: Cytotoxicity of p53ts Cells at the Permissive Temperature; Potency, µM (highest dose often 46.1 µM), without a hit: at the top dose activity change, negative = cytotoxicity, actives largely listed as cytotoxic; 130,000 tested, 0.93% active; AID 924, 2007; H1299-p53A138V at 32C, ATP luminescence viability, 24 h;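 also: 0% = DMSO and -100% = full killing by reference compound; nearly all actives have a fitted effect of over 55% in size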
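Cells: H1299 p53ts (A138V), 600/well, pre-incubated 16–30 h at 37C. Cpd up to 46 uM, 24 h, 32C. Readout: ATPlite luminescence, 20 min RT. Normalization: DMSO vs tamoxifen 100 uM. AC50 by Hill equation.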
Peg3 imprint: qHTS Assay for Compounds that Induce Erasure of Genomic Imprints. mouse ES Peg3-LacZ reporter, beta-gal luminescence, 40 h. Potency, µM (titrated, usually from 60.7 µM), for inactives: at the highest dose activity change, positive = activation, actives largely listed as activators. 110,000 tested, 0.02% active. AID 1948, 2009;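 also: 0% = negative control wells on the plate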
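Imprint erasure is scored as LacZ activity from the silenced maternal Peg3 allele in feeder-free female ES cells cultured 40 h with LIF. Luminescence is normalized to in-plate negative controls and fitted to the Hill equation.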
p53ts 39C kill: qHTS Screen for Compounds that Selectively Target Cancer Cells with p53 Mutations: Cytotoxicity of p53ts Cells at the Nonpermissive Temperature; 130,000 tested, 1.5% active; AID 902, 2007; Potency, µM (series often up to 46.1 µM), without a hit: top-dose activity change, negative = cell killing, actives largely listed as cytotoxic; H1299-p53A138V viability at 39C, ATP luminescence, 24 h; also: nearly all actives have a fitted effect of over 55% in size
IkB sig inh: IkB Signaling; ABC-DLBCL IkBa-CBG/CBR dual luciferase ratio, 4 h; response scale: scaled: untreated 0%, proteasome inhibitor 100%; Potency, µM (doses to about 57.1 µM), for inactives: at the top dose IkBa stabilization activation; 110,000 tested, 0.04% active; AID 445, 2006; active = well fitted curve in the direction sought with a large enough effect in the signal ratio, not every such curve was filed as active; inconclusive = small, poorly fitted or top-dose-only effect, or a change in a side signal; the % refers to the signal ratio;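 also: the direction sought is a rising ratio; 0% = basal untreated cells and 100% = reference inhibitor full response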
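In this assay, an IκBα–CBG68 fusion accumulates when IKK-driven degradation is blocked; native CBR normalizes for cell number. OCI-Ly3 cells were treated 4 h with compound and doxycycline, then green and red light read after Chroma-Glo addition.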
The depositor's hits bear a star; ? = inconclusive; . = no result given; [ ] = dose if it differs, or a comment. Unless noted, calls follow the shape of the dose curve; as a rule, active = well fitted curve in the direction sought with a large enough effect; inconclusive = small, poorly fitted or top-dose-only effect, or another doubt; inactive = no such curve, though single readings can be large; an effect the other way counts as inactive or inconclusive. Unless noted, % is scaled to controls: 0 for no effect and ±100 for the full control effect; potency is read from the fitted curve at half-maximal effect.

Value order – p53ts 32C kill	Peg3 imprint	p53ts 39C kill	IkB sig inh
O=C(O)Cn1nc(-c2ccc(F)cc2)oc1=O
  1%	-9%	10%	0.1%
O=C(c1ccc(CSc2nc3ccncc3n2Cc2ccccc2F)cc1)N1CCCCC1
  -20%	-9%[10.9 µM]	?	?
COc1ccc(NC(=O)CC2C(=O)N(c3cccc(OC)c3)C(=O)N2Cc2cccnc2)cc1 (stereo unspecified)
  8%	-7%[10.9 µM]	-11%	0.0%
COc1ccc(N2CCN(C(=O)CCn3c(=O)c4cccn4c4cccnc43)CC2)cc1
  6%	-7%[10.9 µM]	7%	-0.5%
O=C(NCCc1ccc(F)cc1)C(=O)NCC(c1cccs1)S(=O)(=O)c1ccc(Cl)cc1 (stereo unspecified)
  -1%	-13%[10.9 µM]	8%	?
CCn1c(SCC(=O)Nc2ccc(NC(=O)c3cccs3)cc2)nnc1-c1cccnc1
  -8%	-2%	-6%	-0.6%
CCCOc1ccc(C2NC(=O)NC2=O)cc1 (stereo unspecified)
  -3%	.	29%	.
CCOC(=O)c1ccc(NC2SC(=O)N(Cc3cccc(C(=O)O)c3)C2=O)cc1 (stereo unspecified)
  -1%	-11%[10.9 µM]	-2%	7.8%
CCC(C)Cn1c(/C=C/c2ccccc2)nc2ccccc21 (stereo unspecified)
  ?	-14%[10.9 µM]	13µM*	?
CCOc1ccc(CC(=O)N2CCN(c3ccc(N4CCOCC4)nn3)CC2)cc1OCC
  -1%	-10%	-4%	-0.6%
COc1cccc(N2CCN(Cc3nc(N)nc(Nc4ccccc4OC)n3)CC2)c1
  5%	-7%	-3%	0.2%
Cc1ccc(-c2nc3cc(NC(=O)c4cc(Br)ccc4Cl)ccc3o2)cc1
  -11%	-9%[10.9 µM]	-21%	?
COc1cc2c(cc1NC(=O)CN1C(=O)NC3(CCc4ccccc43)C1=O)oc1ccccc12 (stereo unspecified)
  11%	-17%	-11%	?
CC1CCN(C(=O)c2cnn(-c3ccc(Cl)cc3)c2C2CCN(C(=O)OC(C)(C)C)CC2)CC1
  6%	2%[10.9 µM]	-1%	0.1%
CSc1ccc(-c2nnn(CC(=O)Nc3sc4c(c3C#N)CCC(C(C)(C)C)C4)n2)cc1 (stereo unspecified)
  -1%	-12%[10.9 µM]	2%	-0.9%
CC(=O)Nc1nonc1-c1nc2ccccc2n1Cc1nnc(C)o1
  15%	-4%	10%	-0.4%
CCC(=O)Nc1cc2c(cc1C(=O)CC)OCCO2
  1%	2%	7%	-3.0%
CCN(CC)CCCNC(=O)c1nn(-c2ccccc2OC)c(=O)c2ccccc12
  -6%	-12%	-6%	-1.6%
O=C(C1CCCCC1)N1CCCC(c2nc3c(nnn3Cc3ccccc3)c(=O)[nH]2)C1 (stereo unspecified)
  25%	-2%	?	-0.5%
COCCCNC(=O)Cn1nc(-c2ccc(C)cc2)ccc1=O
  9%	7%	-1%	-0.3%
O=C(CSc1nnc(-c2ccco2)n1Cc1ccccc1)c1ccc(F)cc1
  3%	-10%	-17%	?
O=C(O)c1cccc(-n2cnnn2)c1
  11%	13%	19%	0.4%
Cc1ccc(-n2ncc(C(=O)NCCc3ccsc3)c2C2CCN(C(=O)OC(C)(C)C)CC2)cc1C
  5%	29%[10.9 µM]	25%	0.2%
COCCCNC(=O)c1ccc(Cn2c(=O)c3ccccc3n(CC(=O)Nc3ccc(C)cc3C)c2=O)cc1
  10%	6%[10.9 µM]	-3%	5.8%
CCOc1nc(SCCOc2ccc(C)cc2)nc(N(C)C)n1
  3%	.	12%	.
Cc1nc(SCC(=O)OCc2ccccc2)c2c(=O)n(C)c(=O)n(C)c2n1
  9%	-14%	-1%	-0.3%
CCCCNc1nc(C)nc2c1nc(-c1ccccc1)n2CCCN(CC)CC
  -18%	-4%	-11%	.
OC(CCCCN1CCCCC1)c1ccccc1 (stereo unspecified)
  1%	-8%	1%	0.9%
COc1ccc(Cl)cc1NC(=O)CSc1cn(CC(=O)N2CCCCCC2)c2ccccc12
  5%	-23%[10.9 µM]	-25%	0.3%
O=C(C1CCCN1S(=O)(=O)c1cccc2cccnc12)N1CCc2ccccc2C1 (stereo unspecified)
  2%	-22%	-2%	-2.5%

Continued (6 carried over from the part before).
Value order – p53ts 32C kill	Peg3 imprint	p53ts 39C kill	IkB sig inh
CCOc1nc(SCCOc2ccc(C)cc2)nc(N(C)C)n1
  3%	.	12%	.
Cc1nc(SCC(=O)OCc2ccccc2)c2c(=O)n(C)c(=O)n(C)c2n1
  9%	-14%	-1%	-0.3%
CCCCNc1nc(C)nc2c1nc(-c1ccccc1)n2CCCN(CC)CC
  -18%	-4%	-11%	.
OC(CCCCN1CCCCC1)c1ccccc1 (stereo unspecified)
  1%	-8%	1%	0.9%
COc1ccc(Cl)cc1NC(=O)CSc1cn(CC(=O)N2CCCCCC2)c2ccccc12
  5%	-23%[10.9 µM]	-25%	0.3%
O=C(C1CCCN1S(=O)(=O)c1cccc2cccnc12)N1CCc2ccccc2C1 (stereo unspecified)
  2%	-22%	-2%	-2.5%
COC(=O)CC1Oc2ccc(C)cc2NC1=O (stereo unspecified)
  -6%	-14%	5%	-2.3%
CCOc1ccccc1NC(=O)CSc1nnc(Cn2c(=O)sc3ccccc32)n1C
  1%	-11%	-3%	-1.4%
CCOC(=O)C1C(=O)NC(SCC(=O)OC)=C(C#N)C1c1ccccc1OCC (stereo unspecified)
  3%	-7%	10%	-1.3%
COc1ccccc1N1CCN(C(=O)c2ccc3c(c2)CCN3S(=O)(=O)c2ccccc2)CC1
  19%	-15%[10.9 µM]	-25%	?
COC(=O)CCSc1nc2sc3c(c2c(=O)n1Cc1ccccc1)CCC(C(C)(C)C)C3 (stereo unspecified)
  -9%	-8%[10.9 µM]	-4%	?
CC(C)Cc1nn2cc(-c3cccc(Br)c3)nc2s1
  13µM*	-25%[10.9 µM]	10µM*	?
COc1cccc(N2CCN(S(=O)(=O)c3ccc4nc(-c5ccccc5)[nH]c4c3)CC2)c1
  -14%	-7%	-2%	?
COc1ccccc1OC(C)C(=O)NCC1(N2CCOCC2)CCCCC1 (stereo unspecified)
  0%	-6%[10.9 µM]	-13%	-0.6%
Cn1c(Cn2nnc3ccccc32)nnc1SCC(=O)N1CCc2ccccc21
  4%	-5%	-1%	-0.4%
CCOC(=O)c1c(C)[nH]c(C)c1C(=O)CSc1nnc(-c2ccncc2)n1C
  4%	-12%	-7%	-0.1%
COc1ccc(C(C)=O)cc1COC(=O)c1cccc(N(C)C)c1
  -19%	-6%	-21%	1.3%
Brc1ccc(-c2nn3c(-c4ccncc4)nnc3s2)o1
  4%	-3%	16%	0.4%
N#Cc1cccc(NC(=O)c2cc3c(s2)-c2ccc(Cl)cc2SC3)c1
  ?	-10%[10.9 µM]	10µM*	-1.5%
NC(=O)C1(N2CCCCC2)CCN(S(=O)(=O)c2cc(Cl)ccc2Cl)CC1
  -6%	-12%	-2%	-1.6%
COc1ccccc1Cc1nc2ccccc2nc1SCC(=O)N1CCC(C)CC1
  24%	-8%[10.9 µM]	-6%	?
CCN(C(=O)c1cn(CC)c(=O)c2cc(OC)c(OC)cc12)c1ccc(C)c(C)c1
  2%	-7%[10.9 µM]	-21%	?
COc1ccc(-c2nn(-c3ccc(F)cc3)c3c2cnc2cc4c(cc23)OCO4)cc1
  -1%	-16%[10.9 µM]	-15%	0.5%
CC1Cc2ccccc2N1C(=O)CN1C(=O)NC(C)(c2ccc3c(c2)OCCO3)C1=O (stereo unspecified)
  -5%	-19%	-3%	6.1%
c1ccc2c(c1)OCC(c1csc3ncnc(N4CCCCC4)c13)O2 (stereo unspecified)
  7%	.	28%	.
Cc1ccc(Cl)cc1N1CCN(C(=O)C(C)n2ncn3cccc3c2=O)CC1 (stereo unspecified)
  -6%	-5%[10.9 µM]	-14%	-0.2%
Cc1ccc(N2CCN(S(=O)(=O)c3ccc(F)c(C(=O)Nc4ccc(Cl)cc4Cl)c3)CC2C)cc1 (stereo unspecified)
  6%	-9%[10.9 µM]	-14%	?
CCOc1ccc(CCNC(=O)C2CCC(CNS(=O)(=O)c3ccc(Cl)cc3)CC2)cc1OCC (stereo unspecified)
  7%	-11%[10.9 µM]	-17%	-2.3%
O=C(O)CCCC(=O)Nc1nc2n(n1)C(c1ccc(F)cc1)CC(c1ccc(Cl)cc1)N2 (stereo unspecified)
  4%	-4%	5%	-1.4%
CC(C)[C@H](NC(=O)OC(C)(C)C)[C@@H](O)CC(=O)C(C)(C)C
  3%[9.22 µM]	.	5%[9.22 µM]	.
CCN(C(=O)Cn1c(=O)n(-c2ccccc2)c(=O)c2ccc(C(=O)NCc3ccc4c(c3)OCO4)cc21)c1cccc(C)c1
  18%	-8%[10.9 µM]	13%	?
CCc1ccc(CNC(=O)CN2C(=O)C3CCCCN3c3ccc(C(=O)N4CCCC4)cc32)cc1 (stereo unspecified)
  5%	-6%[10.9 µM]	-19%	?
Cc1nc(CNS(=O)(=O)c2ccc3ccccc3c2)cs1
  7%	-23%	0%	3.2%
COc1ccc(C)cc1NC(=O)c1nc2nc(C)cc(C)n2n1
  30%	15%	3%	-0.6%
CCCCC(=O)N1CC(=O)Nc2ccc(F)cc2C1c1ccc(F)cc1 (stereo unspecified)
  7%	-6%[10.9 µM]	-14%	?
CCc1ccc(NC(=O)N2CC(C)Oc3ccc(C)cc32)cc1 (stereo unspecified)
  7%	-15%[10.9 µM]	?	?
CCCCC(=O)OC1=C(C(=O)c2ccccc2)N(CC)S(=O)(=O)c2ccccc21
  4%	20%[10.9 µM]	-5%	?
Cc1noc(C)c1C(=O)OCC(=O)c1c[nH]c2ccccc12
  -14%	-21%	-12%	0.4%
O=C(O)[C@H](Cc1cc(I)c(O)c(I)c1)C1CCCCC1
  3%[9.22 µM]	-7%[10.9 µM]	-9%[9.22 µM]	0.9%[11.4 µM]
Cc1nnc(N2CCN(c3ccccc3F)CC2)c2c1nnn2Cc1ccc(F)cc1
  2%	-10%[10.9 µM]	?	?
CNC(=O)CSc1nnnn1-c1ccc2c(c1)OCCO2
  -14%	.	-1%	.
O=C(CN1C(=O)COc2ccccc21)c1ccc(Cl)cc1
  -5%	-8%	1%	0.9%
O=C(C1CCN(S(=O)(=O)N2CCOCC2)CC1)N1CCOCC1
  -1%	-4%	1%	-0.4%
CCCSc1nnc(NC(=O)c2cc(=O)c3ccccc3o2)s1
  5%	-30%[inhibitor][10.9 µM]	-22%	?
CN1CCCC(OC(=O)CCCCC(=O)OC2CCCN(C)C2)C1 (stereo unspecified)
  9%	13%	-6%	0.4%
Cc1ccc(N2C(=O)c3ccccc3C2(O)c2ncc[nH]2)cc1 (stereo unspecified)
  40%[activator]	0%	6%	3.3%
CS(=O)(=O)Nc1ccc(C(=O)NCc2ccccn2)cc1
  13%	-4%	14%	0.9%

For convenience, some entries already given:
Value order – p53ts 32C kill	Peg3 imprint	p53ts 39C kill	IkB sig inh
CNC(=O)CSc1nnnn1-c1ccc2c(c1)OCCO2
  -14%	.	-1%	.
O=C(CN1C(=O)COc2ccccc21)c1ccc(Cl)cc1
  -5%	-8%	1%	0.9%
O=C(C1CCN(S(=O)(=O)N2CCOCC2)CC1)N1CCOCC1
  -1%	-4%	1%	-0.4%
